Screens: PubChem BioAssay, several laboratories
hK5 inh = blocks human kallikrein 5 protease activity; Q9Y337; recombinant hK5, fluorogenic AMC substrate cleavage; inhibition, % at 5 µM; actives 0.59% (n = 210,000); AID 873;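 active = inhibition of 40% or more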;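 also: 0% = enzyme controls without compound and 100% = no-enzyme blanks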
Target sequence (Q9Y337 67-293 limits assumed): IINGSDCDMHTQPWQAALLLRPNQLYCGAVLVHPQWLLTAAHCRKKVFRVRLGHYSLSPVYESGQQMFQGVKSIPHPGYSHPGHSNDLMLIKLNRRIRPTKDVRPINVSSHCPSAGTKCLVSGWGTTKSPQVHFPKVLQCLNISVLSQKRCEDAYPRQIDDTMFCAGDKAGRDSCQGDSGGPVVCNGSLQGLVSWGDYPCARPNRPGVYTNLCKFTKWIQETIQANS
Thrombin inh = blocks human thrombin protease activity; P00734; alpha-thrombin, Boc-VPR-AMC fluorogenic substrate cleavage; inhibition, % at 5 µM; actives 0.26% (n = 220,000); AID 1046;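 active = inhibition at or above 40%; inactive = inhibition below 40%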;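 also: 0% = enzyme with no compound and 100% = wells without enzyme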
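System: human alpha-thrombin protein; Compound dosing: one concentration per compound, 5 µM, with 0.2% DMSO; Timing: reaction at room temperature; Technique: AMC fluorescence, 355/460 nm; Controls: enzyme without compound as high, wells lacking enzyme as low.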
TNF necrop inh = blocks TNF-alpha induced death of Jurkat FADD-/- cells | Jurkat FADD-/- TNF necroptosis rescue, ATP luminescence, 24 h; 0 = TNF only, 100 = no-TNF cells | activation (protection from cell death), % at 10 µM | actives 0.068% (n = 220,000);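 active = activation, meaning protection from cell death, of at least 50% relative to plate controls; inactive = activation below 50%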;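 also: necroptosis triggered by 40 ng/mL TNF-alpha added together with compound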
Hck Nef HTS = blocks Nef-activated human Hck kinase; P08631; Recombinant Hck-YEEI plus Nef, Z-Lyte FRET kinase assay; actives 0.68% (n = 220,000); inhibition, % at 20 µM;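 active = Hck-Nef kinase inhibition above about 50%, limit read from the data; inactive = inhibition below that limit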;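 also: 0% = DMSO with Hck plus Nef and 100% = Hck alone without Nef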
Target sequence (P08631 whole entry, looked up): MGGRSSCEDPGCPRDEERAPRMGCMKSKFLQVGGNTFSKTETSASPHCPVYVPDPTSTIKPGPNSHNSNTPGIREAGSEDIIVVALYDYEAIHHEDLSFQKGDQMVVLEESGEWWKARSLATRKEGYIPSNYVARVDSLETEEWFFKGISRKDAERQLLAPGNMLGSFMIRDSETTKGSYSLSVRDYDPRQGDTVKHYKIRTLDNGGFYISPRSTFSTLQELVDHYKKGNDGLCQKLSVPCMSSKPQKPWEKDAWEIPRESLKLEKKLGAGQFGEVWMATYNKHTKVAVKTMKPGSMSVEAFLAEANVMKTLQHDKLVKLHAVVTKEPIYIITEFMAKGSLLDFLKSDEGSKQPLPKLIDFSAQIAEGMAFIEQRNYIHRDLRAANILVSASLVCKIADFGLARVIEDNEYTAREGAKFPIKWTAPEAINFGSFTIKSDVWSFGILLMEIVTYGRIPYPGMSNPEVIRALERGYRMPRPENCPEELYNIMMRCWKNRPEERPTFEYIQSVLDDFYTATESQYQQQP
Rad51 HR inh = Rad51 (human) homologous recombination inhibition; hRad51 DNA strand exchange, fluorescence dequenching; AID 1385; actives 0.085% (n = 200,000); inhibition, % at 10 µM; Q06609;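 active = inhibition above 40% at the single screening dose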;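 also: 0% = DMSO control wells and 100% = blanks with heterologous ssDNA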
Target sequence (Q06609 whole entry, looked up): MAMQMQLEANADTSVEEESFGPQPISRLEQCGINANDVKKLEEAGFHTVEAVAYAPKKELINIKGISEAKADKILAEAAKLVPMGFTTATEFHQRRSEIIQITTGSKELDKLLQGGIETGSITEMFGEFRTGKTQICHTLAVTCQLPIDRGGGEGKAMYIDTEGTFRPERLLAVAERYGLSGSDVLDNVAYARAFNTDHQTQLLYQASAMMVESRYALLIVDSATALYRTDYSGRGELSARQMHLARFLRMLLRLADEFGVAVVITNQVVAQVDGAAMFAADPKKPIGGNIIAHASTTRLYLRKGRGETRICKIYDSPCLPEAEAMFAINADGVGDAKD
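Read-out basis: percent inhibition relative to plate controls and blanks / Assay system: human Rad51 nucleoprotein filaments preassembled on unlabelled ssDNA / Timing: filaments 15 min 37 °C, then compound 30 min / Control set: per-plate controls and blanks / Technique: fluorescence dequenching at 485/520 nm / Compound: 10 µM final, single point / Also added: Fluorescein- and BHQ1-tagged 47-mer duplex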
L929 necroptosis = blocks zVAD induced death of L929 cells | L929 zVAD necroptosis rescue, ATP luminescence, 24 h; with zVAD 60 µM | actives 0.38% (n = 220,000) | viability rescue, % at 10 µM;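 active = activation, scaled between plate controls, above about 75%, limit read from the data; inactive = activation under that limit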;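 also: 0% = zVAD with DMSO and 100% = DMSO alone without zVAD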
FXIa inh 1536 = blocks human coagulation factor XIa protease activity; purified FXIa, Boc-Glu-Ala-Arg-AMC fluorogenic substrate; inhibition, % at 5 µM; actives 0.14% (n = 220,000);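 active = inhibition of at least 40%; inactive = inhibition below 40%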;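 also: fluorescence of freed AMC excited at 355 nm; 0% = enzyme without compound and 100% = no enzyme blank; many of its hits are not listed in these tables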
FXIIa inh 1536 = factor XIIa (human) inhibition; P00748; purified FXIIa, Boc-QGR-AMC fluorogenic substrate, 2 h; inhibition, % at 5 µM; actives 0.3% (n = 220,000); in the data active = inhibition above about 40%;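 also: 0% = enzyme with no compound and 100% = blank without enzyme; many of its hits are not listed in these tables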
KCC2 mod = modulates chloride dependent transport by human KCC2. Q9H2X9. KCC2 cells, thallium flux FluoZin-2 fluorescence. B-score of Tl+ flux slope (higher = more flux/activation; lower = inhibition) at 10 µM. actives 2.2% (n = 190,000);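 active = thallium flux slope and its plate-corrected score both differing from the plate sample mean at a set confidence after two filtering rounds, in either direction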;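 also: slope of fluorescence scaled to starting intensity during 10 to 20 s after thallium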
Numbers without * were called inactive; / = not tested or not shown; & = joins results of further samples. Not all compounds are listed; rates above refer to the full screens.

SMILES	hK5 inh	Thrombin inh	TNF necrop inh	Hck Nef HTS	Rad51 HR inh	L929 necroptosis	FXIa inh 1536	FXIIa inh 1536	KCC2 mod
CN1CCC(=NNc2ccc(S(=O)(=O)N3CCOCC3)cc2[N+](=O)[O-])CC1	-13	-9	1.5	3	7	0.6	0	-2	-0.0061
COc1ccc2cc(C(=O)C3CCCN(C(=O)c4cc5nc(C)cc(C)n5n4)C3)ccc2c1 (stereo not drawn)	18	-1	-0.2	13	/	-0.7	1	11	0.19
O=C(Nc1ccc2nc(-c3ccco3)c(-c3ccco3)nc2c1)N1CCN(c2ccccn2)CC1	-33	0	-12	57*	/	1.7	6	14	0.3
O=C(OCC1O[C@@H](OC(=O)c2cc(O)c(O)c(O)c2)[C@@H](OC(=O)c2cc(O)c(O)c(O)c2)[C@@H](OC(=O)c2cc(O)c(O)c(O)c2)[C@@H]1OC(=O)c1cc(O)c(O)c(O)c1)c1cc(O)c(O)c(O)c1 (stereo partly drawn)	-49	14	-6.7	98*	4	33	12	19	-2.1
Cc1ccc(CN(c2ccc(C(=O)NCc3ccc4c(c3)OCO4)cc2)S(C)(=O)=O)cc1	-14	4	0.1	3	-1	-0.2	2	13	/
Cc1sc2nc(SCC(N)=O)n(-c3ccccc3)c(=O)c2c1C	-6	4	-2.3	29	-10	-0.8	2	8	-0.18
CN(c1ccc(C(=O)NCc2ccc3c(c2)OCO3)cc1)S(=O)(=O)c1ccccc1	-31	4	0.4	-5	-24	7.7	-1	5	-0.25
COC(=O)c1ccc(NCN2C(=O)C3C4CCC(C4)C3C2=O)cc1 (stereo not drawn)	1	-8	-0.1	-12	-2	0.7	1	8	-0.033
CCOC(=O)c1ccc(NC(=O)NCc2ccn(CC)n2)cc1	6	0	0.5	-7	-36	1.9	7	10	-0.35
COc1ccc(CCNC(=O)CCCOc2cc(=O)n(C)c3ccccc23)cc1OC	4	-1	-1.1	19	-1	18	6	14	0.088
COC(=O)c1ccc(OCC(=O)c2ccccc2)cc1	-10	2	-0.4	1	-3	-0.4	0	12	/
Cc1cccc(NC(=O)CN(C)S(=O)(=O)c2cccs2)c1	-15	-12	0.1	-1	6	0.0	1	-9	-1
COc1ccc(NS(=O)(=O)c2ccc(O)c(C(=O)OCC(=O)N3CC(C)OC(C)C3)c2)cc1 (stereo not drawn)	17	17	-0.6	0	-9	0.1	2	12	0.25
CCCCc1ccc(Nc2nc(CCC)cc(=O)[nH]2)cc1	11	-4	1.2	0	-2	0.7	-6	5	0.22
COc1ccc(OC)c(S(=O)(=O)n2nnc3ccccc32)c1	-2	-4	1.8	0	4	3.7	-5	-4	-1.1
CCOC(=O)C1CCN(C(=S)NC2CC3C=CC2C3)CC1 (stereo not drawn)	-2	-7	2.7	12	15	1.3	-17	0	0.89
CN(C)c1ccc(/C=C/c2ccc3ccccc3[n+]2C)cc1	0	-6	-9.8	4	12	1.9	-2	8	-1
COc1ccc(CCNC(=O)CNC(=O)Cn2cnc3sc(C)c(C)c3c2=O)cc1OC	6	-4	1.0	8	-2	-0.8	7	13	0.69
O=c1cc(O)c2ccccc2n1Cc1ccccc1	-7	7	0.0	5	16	0.8	-2	5	-1.1
CN(C)c1nc(-c2cccnc2)nc(-c2ccc(Cl)cc2)c1C#N	2	1	-0.6	1	-54	0.5	2	12	1.2
CCOC(=O)N1CCC(NC(=O)c2cccn3c(=O)c4cc(Br)ccc4nc23)CC1	-71	0	-8.3	6	-5	0.0	3	7	/
COc1ccc(C(CC(=O)O)NC(=O)COc2ccccc2OC)cc1OC (stereo not drawn)	2	-6	0.5	-2	5	2.0	-5	8	/
c1ccc(CSc2nnc3c(n2)OC(c2ccco2)Nc2ccccc2-3)cc1 (stereo not drawn)	-22	-4	-3.1	0	4	-0.4	2	-5	/
Cc1ccc(S(=O)(=O)N(C)C(=O)NC(=O)NS(=O)(=O)c2ccccc2)cc1	-9	4	17	5	38	3.7	-2	9	0.47
O=C(CCC(=O)N(CC(=O)NC1CCCCC1)CC1CCCO1)Nc1nccs1 (stereo not drawn)	5	-12	2.3	22	-3	1.0	-7	-2	/

Retrieved one by one from the entries so far, three records:
SMILES	hK5 inh	Thrombin inh	TNF necrop inh	Hck Nef HTS	Rad51 HR inh	L929 necroptosis	FXIa inh 1536	FXIIa inh 1536	KCC2 mod
COC(=O)c1ccc(OCC(=O)c2ccccc2)cc1	-10	2	-0.4	1	-3	-0.4	0	12	/
CN1CCC(=NNc2ccc(S(=O)(=O)N3CCOCC3)cc2[N+](=O)[O-])CC1	-13	-9	1.5	3	7	0.6	0	-2	-0.0061
O=C(Nc1ccc2nc(-c3ccco3)c(-c3ccco3)nc2c1)N1CCN(c2ccccn2)CC1	-33	0	-12	57*	/	1.7	6	14	0.3

Remaining list, next part.
SMILES	hK5 inh	Thrombin inh	TNF necrop inh	Hck Nef HTS	Rad51 HR inh	L929 necroptosis	FXIa inh 1536	FXIIa inh 1536	KCC2 mod
O=C(COC(=O)c1cccnc1Nc1ccccc1F)NCc1ccc2c(c1)OCO2	-7	0	-1.7	0	-14	0.2	0	8	0.1
COc1ccc(NC(=O)CN(C)S(=O)(=O)c2ccccc2)cc1OC	21	-9	-1.8	5	5	-0.3	5	5	/
Cc1ccc(C(=O)O)cc1NC(=O)c1ccc(Cn2nc(C)c(Cl)c2C)o1	1	-9	-1.0	19	-2	2.3	8	9	-0.95
COC(=O)c1sc2ccccc2c1NC(=O)c1coc2ccccc2c1=O	12	-6	0.9	6	-3	1.2	-5	1	-0.14
O=C(CSc1nc(O)cc(=O)n1-c1ccccc1)NCc1ccccc1	-4	4	-2.8	1	-3	0.1	5	11	-0.76
COc1cc(C(=O)Nc2ccc3oc(-c4cccnc4)nc3c2)cc(OC)c1OC	-6	-19	-0.5	-3	-3	5.6	-3	-6	-1.7
CN1CCN(C(=O)c2ccccc2NC(=O)CCN2C(=O)c3ccccc3C2=O)CC1	0	4	-1.1	-3	-9	0.2	0	16	-2.1
COc1ccc(CCNC(=O)c2cc3sccc3n2C)cc1OC	-18	-2	-0.3	3	-2	-0.2	-8	10	1.3
CC(=O)Nc1cccc(Oc2ncccc2[N+](=O)[O-])c1	-1	-3	0.6	18	9	-0.5	-3	6	0.43
Cc1cc(NC(=O)c2ccccc2Cl)no1	-7	0	-0.8	-1	-2	0.3	4	16	-0.034
O=C(O)CNC(=O)C1COc2ccccc2O1 (stereo not drawn)	1	0	-0.5	-1	/	-0.2	16	11	-0.34
Cc1cc(C(=O)OCn2nnc3ccccc3c2=O)c(C)o1	-8	3	0.3	-2	7	1.8	6	17	-0.026
CCOCCCNC(=O)NC12CC3CC(CC(C3)C1)C2	1	1	0.1	4	6	-0.4	1	-3	0.02
Cc1ccccc1/C=N/NC(=O)c1sccc1C	-7	-3	0.0	-1	/	0.1	20	3	0.22
O=[n+]1c2c(n([O-])c3cc(Cl)ccc31)CCCC2	-13	-1	-2.1	2	5	0.1	6	19	1.8
Cc1csc(NC(=O)c2ccc(C)c([N+](=O)[O-])c2)n1	-14	-3	2.0	1	1	1.4	8	10	-0.44
CC1CCCCC1NC(=O)COC(=O)c1cc(=O)c2ccccc2o1 (stereo not drawn)	-1	-5	1.0	25	-3	0.6	2	7	1.1
NC(=O)c1ccsc1NC(=O)COC(=O)Cc1ccsc1	6	5	-1.0	1	3	-0.1	8	18	-1.8
COc1ccccc1-n1c(SCC(=O)c2ccc(O)cc2O)nc2cc([N+](=O)[O-])ccc21	-17	-9	2.1	7	4	0.5	4	14	0.07
Brc1cc(Br)c2ncnc(N3CCCCC3)c2c1	-10	-9	-0.9	2	-5	1.0	-2	12	/
CC(C)(C)NS(=O)(=O)c1ccc(NC(=O)c2cc(-c3ccccc3)nc3ccccc23)cc1	6	-5	-11	0	-2	1.1	-9	5	0.4
CC1Cc2ccccc2N1C(=O)CSc1nc2ccccc2s1 (stereo not drawn)	1	-7	2.5	-1	6	-0.6	5	9	-2.2
COCCNC(=O)c1cn(C)c(=O)c2cc(OC)c(OC)cc12	5	1	0.4	1	-2	0.4	5	17	/
S=C(c1ccc(-c2cccc(Cl)c2)o1)N1CCOCC1	1	2	0.1	-3	-3	0.5	0	10	-0.27
CC(=O)c1sc(-c2ccc(Cl)cc2)nc1C	-6	-1	0.8	9	33	-0.3	-3	5	0.013

Nothing new here: entries from further up.
SMILES	hK5 inh	Thrombin inh	TNF necrop inh	Hck Nef HTS	Rad51 HR inh	L929 necroptosis	FXIa inh 1536	FXIIa inh 1536	KCC2 mod
O=C(COC(=O)c1cccnc1Nc1ccccc1F)NCc1ccc2c(c1)OCO2	-7	0	-1.7	0	-14	0.2	0	8	0.1
COc1ccc(NC(=O)CN(C)S(=O)(=O)c2ccccc2)cc1OC	21	-9	-1.8	5	5	-0.3	5	5	/
Cc1ccc(C(=O)O)cc1NC(=O)c1ccc(Cn2nc(C)c(Cl)c2C)o1	1	-9	-1.0	19	-2	2.3	8	9	-0.95

New compounds follow
SMILES	hK5 inh	Thrombin inh	TNF necrop inh	Hck Nef HTS	Rad51 HR inh	L929 necroptosis	FXIa inh 1536	FXIIa inh 1536	KCC2 mod
NNC(=O)c1ccc(Cl)cc1Cl	-11	-7	1.2	-2	3	0.3	-8	-2	1.1
O=C(COC(=O)c1ccc(Br)o1)NC1CCCCC1	-11	-1	1.6	2	7	0.7	-5	0	0.72
OCCCCNCc1ccc(OCc2ccccc2)cc1	-6	-10	4.4	0	0	1.5	-1	8	-0.67
COc1cc(C(C)=O)ccc1OCC(O)CN1CCN(S(=O)(=O)c2ccccc2)CC1 (stereo not drawn)	-2	2	-0.4	1	0	-0.9	1	16	0.68
O=C(N/N=C/c1cccc(O)c1)c1cc(-c2ccc3c(c2)OCO3)n[nH]1	-17	-1	-4.1	5	25	-0.1	6	9	-0.29
O=C(Nc1ccc(F)cc1)c1cc(-c2ccccc2)no1	-4	-3	-1.3	0	5	0.3	-3	2	0.74
COc1ccc(NC(=S)N2CCC(C(=O)c3ccc(C)cc3)CC2)c(OC)c1	-13	7	-0.3	1	25	0.0	-2	12	0.056
COc1ccc(CCNC(C)=O)cc1	-14	-4	0.1	-17	3	0.5	6	6	0.66
COc1ccc(-c2nc(N)n(C(=O)c3ccco3)n2)cc1	-2	16	0.2	20	-2	0.7	1	26	0.99
O=C(CNC(=S)N(Cc1ccc(F)cc1)C1CCCCC1)NCC1CCCO1 (stereo not drawn)	-5	-12	-4.2	1	-4	0.6	-4	3	1.3
COCCNCc1ccccc1	-2	0	1.5	4	5	-0.1	-2	9	-0.073
CCn1c(=O)cc(OCC(=O)Nc2cccnc2)c2ccccc21	7	-5	-2.8	0	-6	-0.4	-1	11	-0.49
CCc1ccc(OCC(=O)NCc2ccco2)c(Br)c1	-13	0	-2.6	4	0	0.3	5	15	-0.78
COc1ccc(C2CC(=O)C(C=NCCN3CCN(C(=S)Nc4ccccc4)CC3)=C(O)C2)cc1 (stereo not drawn)	6	3	0.6	16	-19	3.2	5	5	0.33
O=C(CSc1ccc(Cl)cc1)Nc1cccc(-c2nc3ncccc3o2)c1	-6	3	-11	-2	/	-0.2	4	14	/
CCOC(=O)c1c(CN2CCOCC2)n(C)c2cc(Br)c(O)c(CN(C)C)c12	1&-10	-1&4	-0.2&2.5	3&2	4&-5	-0.4&0.1	2&20	14&27	0.16
COc1cc(/C=N/NC(=O)[C@H](Cc2c[nH]c3ccccc23)NC(=O)OCC(C)C)cc([N+](=O)[O-])c1O	-13	-5	0.6	8	-20	0.1	8	9	-0.2
